Vif-APOBEC3F blk: Vif-A3F binding inhibition | HeLa A3F-eYFP + Vif (tagged APOBEC3F with the HIV-1 protein that degrades it), YFP fluorescence increase | Potency, µM (top dose mostly 46.1 µM), inactives show at the top dose activity, negative = active | 390,000 tested, 0.2% active | AID 602313; note: potency is the fitted concentration of half-maximal effect; % of control where 0% means no effect; nearly all actives have a fitted effect of over 65% in size
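Fluorescence increase (Ex 488/Em 500-530) after overnight compound treatment at 37 deg C flags inhibition of Vif-driven A3F-eYFP loss in stable HeLa A3F-eYFP/Vif cells seeded overnight beforehand.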
D1 antag: blocks dopamine activation of the human D1 receptor; HEK293 TREx D1 cells, calcium flux, dopamine EC80; hits give low values; 360,000 tested, 3.2% active; AID 504652; activity change, negative = inhibition, % at 10 µM; in the data active = activity change below about -30%; note: % is set by controls: 0 for no effect and ±100 for the full control effect
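Kinetic fluorescence of a calcium dye serves as the read-out. D1-expressing Hek293 Trex cells, induced overnight at 30 C, are exposed to compound for 180 s before an EC80 dopamine addition, then read 180 s further.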
GRP78 ERSR act: ER stress response induction in glioma; Potency, µM, without a hit: at the highest dose activation, hits mostly activators; U87-MG GRP78 promoter luciferase reporter, 16 h; 420,000 tested, 0.02% active; note: potency is the fitted concentration of half-maximal effect; series mostly up to about 76 µM; % of control where 0% means no effect; nearly all actives have a fitted effect of over 35% in size
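Stably transfected U87-MG human glioma cells carrying a GRP78-based luminescent sensor were seeded at 1000 cells/well, pin-dosed with compounds and incubated 16 h. Luciferase reagent was then added, and end-point luminescence was read after 10 min at room temperature.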
D2 PAM: D2 dopamine receptor (human) potentiation | AID 485347 | P14416 | potentiation, % at 10 µM | 340,000 tested, 0.34% active | HEK293 T-REx D2, calcium flux, EC20 dopamine potentiation;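 active = potentiation over 3 SD above the plate norm, cut at about 30% in these data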; note: 0% is about no effect
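Potentiation of an EC20 dopamine calcium response is measured in a force-coupled, tetracycline-inducible Hek293 Trex D2 line. Compound-only kinetic reads over 180 s flag agonists before dopamine addition.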
RXFP1 ag: activates the human relaxin receptor RXFP1; 370,000 tested, 0.3% active; HEK293T-RXFP1 cAMP TR-FRET, 30 min; response scale: percent of porcine relaxin response, buffer zero; AID 2676; Potency, µM (top dose mostly 57.5 µM), for the others: top-dose activation, hits mostly activators; note: potency is the fitted concentration of half-maximal effect; % is set by controls: 0 for no effect and ±100 for the full control effect; nearly all actives have a fitted effect of over 60% in size; many of its hits are not listed in these tables
Target sequence (Q9HBX9 whole entry, looked up): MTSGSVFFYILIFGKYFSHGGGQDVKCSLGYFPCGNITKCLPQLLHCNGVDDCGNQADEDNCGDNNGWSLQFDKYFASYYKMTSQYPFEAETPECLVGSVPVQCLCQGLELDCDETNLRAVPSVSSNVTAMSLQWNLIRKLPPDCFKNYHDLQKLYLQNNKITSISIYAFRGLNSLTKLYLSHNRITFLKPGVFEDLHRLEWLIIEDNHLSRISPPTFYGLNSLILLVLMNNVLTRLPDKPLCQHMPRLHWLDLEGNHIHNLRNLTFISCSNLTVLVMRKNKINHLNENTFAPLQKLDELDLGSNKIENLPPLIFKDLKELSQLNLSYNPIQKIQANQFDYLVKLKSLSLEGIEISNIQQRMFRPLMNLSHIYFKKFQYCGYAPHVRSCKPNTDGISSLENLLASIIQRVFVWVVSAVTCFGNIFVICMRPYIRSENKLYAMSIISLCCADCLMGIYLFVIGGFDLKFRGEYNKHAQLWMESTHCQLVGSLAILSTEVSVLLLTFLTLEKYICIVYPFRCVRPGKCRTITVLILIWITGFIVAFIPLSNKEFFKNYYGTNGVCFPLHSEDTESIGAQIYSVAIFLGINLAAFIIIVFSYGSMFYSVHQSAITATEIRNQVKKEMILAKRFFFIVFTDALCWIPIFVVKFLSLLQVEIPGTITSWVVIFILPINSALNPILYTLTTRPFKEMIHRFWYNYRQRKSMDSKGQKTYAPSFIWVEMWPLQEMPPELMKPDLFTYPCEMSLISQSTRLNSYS
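Agonist response is measured as cAMP accumulation in an RXFP1-transfected HEK293T line under PDE4 inhibition. Values are scaled between buffer-only and 29 nM porcine relaxin, and EC50s come from standard Hill equation fits.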
LDHA inh: blocks human lactate dehydrogenase A; purified LDHA, NADH/diaphorase-resazurin fluorescence; hits give low values; AID 1347041; 480,000 tested, 0.15% active; activity change, % (values are at about 110 or 230 µM); P00338; in the data active = activity change below about -30%; inconclusive = mostly about -25% to -30%;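 note: plate controls were DMSO wells for no effect and wells without enzyme for full effect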
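Remaining NADH was detected by diaphorase (0.133 mg/mL) converting 37 µM resazurin to fluorescent resorufin, read at 0 and 20 minutes. The preceding 5-minute room-temperature reaction used 2 nM LDHA, 0.2 mM sodium pyruvate and 0.06 mM NADH at pH 7.4.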
D1 agonist: agonists of human D1 dopamine receptor | HEK293 T-REx D1 cells, calcium flux, agonist mode | activation, % at 2 µM | P21728 | 360,000 tested, 1% active | AID 504660; in the data active = activation above about 30%; note: 0% is about no effect
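Inducible HEK293 T-REx D1 cells, force-coupled to calcium signalling, were plated at 4000 cells/well with tetracycline and held overnight at 30 C. After no-wash calcium dye loading, compound-evoked calcium rise over 180 s flagged agonists.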
Vif-APOBEC3G blk: blocks the Vif interaction with human APOBEC3G; 410,000 tested, 0.076% active; Potency, µM (titrated, usually from 46.1 µM), for the others: at the highest dose activity, negative = active, actives largely listed as inhibitors; HeLa A3G-eYFP + Vif (tagged APOBEC3G with the HIV-1 protein that degrades it), YFP fluorescence, overnight;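 note: potency is the fitted concentration of half-maximal effect; % is set by controls: 0 for no effect and ±100 for the full control effect; nearly all actives have a fitted effect of over 60% in size; hits raise eYFP signal because A3G escapes Vif-driven loss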
Target sequence (Q9HC16 whole entry, looked up): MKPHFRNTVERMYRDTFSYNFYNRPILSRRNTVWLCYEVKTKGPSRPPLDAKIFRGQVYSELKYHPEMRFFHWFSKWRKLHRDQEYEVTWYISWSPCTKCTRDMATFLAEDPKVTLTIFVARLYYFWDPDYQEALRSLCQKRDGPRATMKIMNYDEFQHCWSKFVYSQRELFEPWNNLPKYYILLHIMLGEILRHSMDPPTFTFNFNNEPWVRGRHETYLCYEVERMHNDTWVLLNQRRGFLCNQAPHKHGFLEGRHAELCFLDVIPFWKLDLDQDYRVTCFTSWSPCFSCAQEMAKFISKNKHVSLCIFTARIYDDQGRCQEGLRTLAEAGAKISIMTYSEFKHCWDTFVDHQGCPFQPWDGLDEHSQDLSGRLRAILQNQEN
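Read-out is eYFP fluorescence (Ex 488/Em 500-530) from Vif-expressing HeLa A3G-eYFP cells; more signal means A3G escaped Vif-mediated degradation. Cells plated overnight, compound pinned in, incubated overnight at 37 deg C.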
D1 PAM: enhances dopamine response at the human D1 receptor. HEK293 TREx D1 cells, calcium flux, dopamine EC20 potentiation. potentiation, % at 10 µM. 360,000 tested, 0.036% active. AID 504651; in the data active = potentiation above about 30%; note: 0% is about no effect
* = called active by the depositor; ? = inconclusive; · = no result given. Unless noted, calls come from the whole dose curve; as a rule, active = well fitted curve in the direction sought with a large enough effect; inconclusive = small, poorly fitted or top-dose-only effect, or another doubt; inactive = no such curve, though single readings can be large; an effect the other way counts as inactive or inconclusive. A portion of the library; the hit share may differ from the screen's.

SMILES | Vif-APOBEC3F blk | D1 antag | GRP78 ERSR act | D2 PAM | RXFP1 ag | LDHA inh | D1 agonist | Vif-APOBEC3G blk | D1 PAM
Cc1ccc(-c2cc(C(=O)N/N=C/c3c(C)nn(C)c3C)c3ccccc3n2)c(C)c1 | -4% | -13 | -5% | 9 | 8.2% | -7 | 1 | -2% | -5
Nc1nc(-c2ccccc2)c(N=Nc2cccc3ccccc23)s1 | -11% | 10 | -9% | 9 | 5.4% | 6 | 2 | -6% | -1
CCc1ccc(NC(=O)CSc2nnc(SCC(=O)Nc3ccc(CC)cc3)n2N)cc1 | -2% | -9 | 2% | 8 | -0.3% | -11 | 5 | -6% | -5
CC(C)COc1cccc(-c2cc(C(=O)N/N=C/c3ccncc3)c3ccccc3n2)c1 | 7% | -14 | 6% | 10 | 1.1% | 3 | 5 | 3% | -3
Cc1ccc(C(=O)N2CC(C)OC(C)C2)cc1[N+](=O)[O-] (centres undefined) | -11% | 0 | -3% | -7 | 2.7% | -6 | 3 | 0% | -1
COc1ccccc1C(=O)Nc1cccc(C(=O)OCc2cc(=O)n3nc(C4CC4)sc3n2)c1 | 4% | 1 | -3% | 6 | ? | -2 | 1 | 2% | 0
CCC1Oc2ccc(C)cc2N(Cc2cccc(C)c2)C1=O (centres undefined) | -2% | 9 | 0% | -9 | 1.2% | -5 | 8 | 1% | -3
CC(=O)C1=C(O)C(=O)OC1c1ccc(C)cc1 (centres undefined) | -4% | 2 | -3% | -6 | -1.3% | -7 | 0 | 2% | -11
COCCn1c(SCC(=O)Nc2cc(Cl)ccc2OC)nc2c(c1=O)SC(C)C2 (centres undefined) | -1% | -8 | -1% | · | -2.5% | -14 | 2 | 0% | -8
O=C(CC(=O)c1ccccc1)CS(=O)(=O)c1ccccc1 | 1% | · | 5% | · | · | 9 | · | -1% | ·
O=[N+]([O-])c1ccc(C[n+]2cc(-c3ccc(Cl)c(Cl)c3)n3c2CCCCC3)cc1 | -1% | -17 | -4% | -24 | -1.9% | 0 | 0 | 4% | -2
Cc1nn2c(-c3cccnc3)ccnc2c1-c1ccccc1 | 0% | -44* | -3% | 2 | 4.6% | -3 | 4 | -13% | -8
COCCN(CCOC)c1nc(-c2ccc([N+](=O)[O-])cc2)nc2ccccc12 | -5% | -29 | 0% | -6 | 11% | -1 | 3 | 0% | 0
COC(/C=C/Nc1ccc(C)c(C)c1)=C(C#N)C#N | 0% | 8 | -1% | 12 | 1.4% | 0 | 1 | 1% | -1
c1ccc(Nc2ncnc3sc4c(c23)CCC4)cc1 | 4% | 7 | -1% | 8 | 0.8% | 4 | 2 | -1% | 1
C=CCSc1ncccc1C(=O)NCCc1ccc(Cl)cc1 | -12% | -1 | -2% | 2 | -1.2% | -3 | 1 | -7% | 1
CCOC(=O)c1cnc(SCc2cccc(C)c2)nc1N | 3% | -20 | 5% | 1 | 0.0% | -2 | 17 | 0% | 5
NNC(=S)Nc1ccccc1Cl | ? | 7 | 4% | 5 | -1.4% | -2 | 0 | -29% | -1
COc1cc2cc(C(c3nnnn3C3CCCC3)N3CCc4ccccc43)c(=O)[nH]c2cc1OC (centres undefined) | -37% | 7 | -5% | 4 | 6.8% | 3 | 0 | -10% | -1
O=C(O)COc1ccc(Br)cc1/C=N\Nc1ccccn1 | 0% | -3 | -1% | 10 | -0.4% | -8 | 3 | -8% | 4
Nc1cc(-c2ccccc2)c[nH]c1=O | · | 10 | · | · | · | 17 | 4 | · | 9
CCCN1C(=O)S/C(=C\c2ccc(N3CCOCC3)o2)C1=O | ? | 14 | -15% | 9 | -5.1% | 33 | 34* | ? | 10
COc1ccc(NC(=S)N2CCCC(c3nc4ccc(C)cc4[nH]3)C2)c(OC)c1 (centres undefined) | -1% | -3 | 0% | -9 | -2.6% | -3 | 1 | 0% | -5
CCc1ccc2oc(C(=O)NCCc3ccc(OC)c(OC)c3)cc(=O)c2c1 | 1% | -13 | -1% | 7 | 0.0% | -3 | 10 | -2% | -1
COc1cc(O)c(C(C)=O)cc1OC | · | -17 | -4% | 11 | -0.8% | 4 | 1 | -1% | -5

Marked active in D1 antag (from the list above):
| Structure | D1 antag | D2 PAM | RXFP1 ag | LDHA inh | D1 agonist | Vif-APOBEC3G blk | D1 PAM |
| --- | --- | --- | --- | --- | --- | --- | --- |
| Cc1nn2c(-c3cccnc3)ccnc2c1-c1ccccc1 | -44* | 2 | 4.6% | -3 | 4 | -13% | -8 |

Further entries.
SMILES | Vif-APOBEC3F blk | D1 antag | GRP78 ERSR act | D2 PAM | RXFP1 ag | LDHA inh | D1 agonist | Vif-APOBEC3G blk | D1 PAM
O=C1CCCN1CCCNc1nc2c(S(=O)(=O)c3ccccc3)nnn2c2ccc(Cl)cc12 | 3% | 15 | 0% | -7 | 8.8% | -4 | 2 | -1% | 2
CC(OC(=O)CCCN1C(=O)c2ccccc2C1=O)C(=O)Nc1ncc(Cl)cc1Cl (centres undefined) | -10% | 2 | -3% | -3 | 5.4% | -1 | 0 | -2% | -8
COc1ccc(NC(=O)CCC(=O)Nc2ccc3nc(N4CCOCC4)cc(C)c3c2)c(OC)c1 | 10% | 5 | 2% | -7 | 4.8% | 0 | -2 | 1% | 1
O=C(Nc1ccc(NS(=O)(=O)c2ccccc2)cc1)c1ccccc1Cl | 2% | · | 3% | · | · | -3 | · | 0% | ·
CN(C)CCN1C(=O)c2cccc3cc([N+](=O)[O-])cc(c23)C1=O | -19% | · | -14% | · | · | 32 | · | -14% | ·
Cc1ccc(NC(=O)c2sc3ncnc(N(C)C4CCCCC4)c3c2C)cc1 | 3% | 16 | -4% | 6 | ? | -4 | 6 | 1% | -5
N#Cc1ccc(OCc2ccc(C(=O)O)o2)cc1 | 3% | -13 | -4% | 15 | 1.1% | -5 | 2 | -3% | 1
Cc1ccc(S(=O)(=O)CCC(=O)Nc2ccccc2Br)cc1 | -1% | -7 | 1% | -13 | 1.2% | -3 | 2 | -2% | -6
Cc1cn2c(=O)c(S(=O)(=O)NCCc3ccc(Cl)cc3)c(C)nc2s1 | -7% | 10 | -1% | 1 | 5.6% | -5 | 2 | 0% | 0
CCCc1nn2c(=O)cc(CSCC(=O)Nc3cccc(C)c3)nc2s1 | -17% | -4 | 1% | -6 | 3.0% | -2 | 1 | 1% | 0
CCOC(=O)c1c(C)[nH]c(C(C)=NNC(=O)Cn2nc(C)cc2C)c1C | 4% | · | -3% | · | · | 0 | · | -5% | ·
COc1ccc(N2CCN(C(=O)c3ccc(C)c(NC(=O)c4ccco4)c3)CC2)cc1 | -4% | 27 | -4% | 16 | 1.4% | 3 | 5 | 1% | -3
Cc1ccc(OCC(=O)N2CCc3ccccc3C2)cc1 | 9% | 9 | 0% | 3 | 1.8% | -2 | 0 | 2% | -12
C=CCC[C@@H](Cc1ccc(F)cc1)C(=O)OC[C@@H](NC(=O)[C@H](CC=C)CC(=O)NCCO)C(C)(C)C | 4% | · | -3% | · | · | -3 | · | 0% | ·
CNCc1ccccc1Sc1ccc(OC)c(OC)c1 | -3% | -6 | -3% | -2 | 0.3% | 0 | 6 | -6% | -2
O=C(N1CCCCC1)N1CCC(c2nc3ccccc3[nH]2)CC1 | 1% | -24 | -3% | 2 | -0.6% | -7 | 2 | -1% | -2
Clc1ccccc1NN(Cc1ccccn1)c1ccccc1Cl | -23% | · | -3% | · | · | 1 | · | -5% | ·
CC1CC(C)CN(c2nc3c(c(=O)n(C)c(=O)n3C)n2CCSc2nc3ccccc3o2)C1 (centres undefined) | 3% | · | -3% | · | · | -1 | · | -1% | ·
CCOC(=O)C1CCN(S(=O)(=O)Cc2ccccc2)CC1 | 0% | 11 | 4% | 2 | -1.3% | 0 | 0 | -8% | -3
Cc1cc(C)c2c(c1)C(=O)/C(=C/c1ccc(C(=O)O)cc1)CC2 | 17% | -12 | 6% | 15 | -1.5% | 1 | -1 | -13% | -7
Cc1cc(C)nc(SCC(=O)NC2CCCCC2C)n1 (centres undefined) | -14% | 9 | -1% | 15 | 0.2% | -7 | 3 | -1% | -5
Cc1ccccc1NC(=O)c1ccc(C)c(S(=O)(=O)Nc2ccccn2)c1 | -6% | -15 | 2% | 1 | 0.3% | -11 | 3 | -1% | -6
CCc1ccc(NC(=O)C2CCN(S(=O)(=O)c3ccc4c(c3)NC(=O)CO4)CC2)cc1 | -16% | -7 | -4% | 4 | 0.4% | -3 | 7 | -5% | -3
CC(C)(C)c1ccc(-c2noc(CCC(N)=O)n2)cc1 | -6% | -40* | -12% | -2 | 4.9% | 0 | 20 | -6% | -10
O=C(NN=Cc1ccc(O)cc1O)c1ccccc1NS(=O)(=O)c1cccs1 | -1% | · | -3% | · | · | -10 | · | -20% | ·
Fc1ccc(OCCn2cnc(Cl)c2Cl)cc1 | 2% | 4 | -1% | -2 | 0.2% | -5 | 2 | -11% | -9
Cc1cccc(NC(=O)c2ccccc2OCC(=O)c2ccccc2)c1 | 0% | -11 | -1% | 3 | 0.1% | -9 | 3 | 4% | -4

Structural class: the entries above containing an aryl thioether with sulfur outside any ring.
SMILES | Vif-APOBEC3F blk | D1 antag | GRP78 ERSR act | D2 PAM | RXFP1 ag | LDHA inh | D1 agonist | Vif-APOBEC3G blk | D1 PAM
CCc1ccc(NC(=O)CSc2nnc(SCC(=O)Nc3ccc(CC)cc3)n2N)cc1 | -2% | -9 | 2% | 8 | -0.3% | -11 | 5 | -6% | -5
COCCn1c(SCC(=O)Nc2cc(Cl)ccc2OC)nc2c(c1=O)SC(C)C2 (centres undefined) | -1% | -8 | -1% | · | -2.5% | -14 | 2 | 0% | -8
C=CCSc1ncccc1C(=O)NCCc1ccc(Cl)cc1 | -12% | -1 | -2% | 2 | -1.2% | -3 | 1 | -7% | 1
CCOC(=O)c1cnc(SCc2cccc(C)c2)nc1N | 3% | -20 | 5% | 1 | 0.0% | -2 | 17 | 0% | 5
CNCc1ccccc1Sc1ccc(OC)c(OC)c1 | -3% | -6 | -3% | -2 | 0.3% | 0 | 6 | -6% | -2
CC1CC(C)CN(c2nc3c(c(=O)n(C)c(=O)n3C)n2CCSc2nc3ccccc3o2)C1 (centres undefined) | 3% | · | -3% | · | · | -1 | · | -1% | ·
Cc1cc(C)nc(SCC(=O)NC2CCCCC2C)n1 (centres undefined) | -14% | 9 | -1% | 15 | 0.2% | -7 | 3 | -1% | -5
